ER stress rescue: protection against thapsigargin-triggered cell killing – 384-well, CSM14.1, ATP luminescence, primary screen (AID 1222); one-dose cellular ATP content (survival), % at 20 µM; EC50 in µM for titrated hits; 190,000 tested, under 10 active; CSM14.1 thapsigargin-induced death rescue, ATP luminescence; higher % means a stronger effect;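 active means EC50 below 50 µM in the dose-response confirmation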;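 further: death triggered by thapsigargin at about 15 µM added after 2 h compound pretreatment; cell ATP read after overnight thapsigargin exposure of roughly 18 to 22 hours; normalized against plate controls of thapsigargin alone and 5% DMSO vehicle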
SV40 large T antigen: TAg ATPase/helicase activity blockers – biochemical (AID 1903). inhibition, % at 20 µM; hits with a dose series show IC50 in µM. 0.39% of 310,000 active. SV40 large T antigen ATPase/helicase inhibition assay; higher % means a stronger effect; in the data active means a potency from the dose series; inconclusive means inhibition mostly from about 32% at the one dose, without a potency; inactive means the rest, 99 in 100 with inhibition below about 32%; further: strong numbers were not always called active
WT yeast gro inh: growth inhibition of WT yeast, mitochondrial fusion screen | mitochondrial fusion phenotypic screen, WT strain | inhibition, % at 10 µM | 2.1% of 190,000 active | AID 1362; in the data active means inhibition above about 58%; tested in S. cerevisiae
RSV antiviral HEp-2: RSV antiviral activity via CPE protection, HEp-2 cells, primary 10 µM value included (AID 2391); HEp-2 cells, RSV-induced CPE inhibition; higher % means a stronger effect; 0.13% of 310,000 active; CPE inhibition, % at 10 µM, or IC50 in µM where a hit was titrated; in the data active means a potency from the dose series; inconclusive means CPE inhibition mostly from about 23% at the one dose, without a potency; inactive means the rest, 99 in 100 with CPE inhibition below about 21%; further: strong numbers were not always called active
K1F lysis inhibition: inhibition of K1F phage lysis, E. coli UTI89, bacterial capsule biogenesis inhibitors, alamar blue (AID 488966); E. coli UTI89 K1F phage lysis, alamar blue, 2 h; higher % means a stronger effect; one-dose inhibition, % at 100 µM; IC50 in µM for titrated hits; 0.02% of 340,000 active;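 active means phage lysis inhibition, versus mean bacterial control, above a set limit; inconclusive means no clear call, values can overlap the other calls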;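 further: capsule biogenesis inhibitors block K1F phage lysis so surviving cells raise fluorescence; higher fluorescence means more inhibition of phage lysis; actives were called in the ten point dose series up to 300 µM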
West Nile virus CPE: West Nile virus antiviral activity, cell-based, CPE readout (AID 1621) | West Nile virus-infected cells, CPE inhibition; higher % means a stronger effect | CPE inhibition, % at 10 µM; hits with a dose series show IC50 in µM | 0.02% of 290,000 active; in the data active means a potency from the dose series; inconclusive means CPE inhibition mostly from about 3.7% at the one dose, without a potency; inactive means the rest, 99 in 100 with CPE inhibition below about 2.2%; further: strong numbers were not always called active
NS5 inhibitors: flavivirus cap methylation enzyme inhibition – biochemical, confirmation dose response, primary screen (AID 588689). Dengue-2 NS5 methyltransferase capping enzyme assay, biochemical; higher % means a stronger effect. inhibition, % at 25 µM; hits with a dose series show IC50 in µM. 0.3% of 340,000 active; in the data active means a potency from the dose series; inconclusive means inhibition above about 29% without an active follow-up result
Yfh1-depleted yeast: enhancers of respiration in Yfh1-depleted yeast, dose response, Friedreich's ataxia, plus single-dose screen (AID 1465). S. cerevisiae Yfh1-off respiration, WST-1 reduction, 72 h; higher fold induction means a stronger effect. fold induction at 50 µM; hits with a dose series show EC50 in µM. 0.074% of 220,000 active;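 active means fold induction of absorbance versus untreated yeast above a set limit, then at least 30% activation at any dose in follow-up; inconclusive means repeats straddling the limit, or above it without dose testing; inactive means fold induction below the set limit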;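 further: activators that raise dye reduction in frataxin-depleted yeast; strong numbers were not always called active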
XIAP antagonists: XIAP antagonists, biochemical, IAP family, fluorescence polarization (AID 1018). one-dose displacement, % at 20 µM; IC50 in µM for titrated hits. 0.007% of 200,000 active. XIAP BIR domain, fluorescence polarization peptide displacement; higher % means a stronger effect; in the data active means displacement above about 50%; further: a part of the inactive calls stands beside numbers as strong as those of hits
WT yeast gro inh mutant strain: second read-out of WT yeast gro inh, no call of its own (marks repeat the call); inhibition, %; mitochondrial fusion phenotypic screen, mutant strain inhibition
* = called active by the depositor; i = inactive; ? = inconclusive; . = not tested or not shown; [ ] = dose if it differs, or a comment.

SMILES	ER stress rescue	SV40 large T antigen	WT yeast gro inh	WT yeast gro inh mutant strain	RSV antiviral HEp-2	K1F lysis inhibition	West Nile virus CPE	NS5 inhibitors	Yfh1-depleted yeast	XIAP antagonists
COC(=O)c1ccc(NC(=O)CSc2nc3ccc(N4C(=O)C5C6C=CC(C6)C5C4=O)cc3s2)cc1 (configuration not stated)	0.2%	5.3%	7.2	-9.7	14.5%	5.8%	0.0%	-0.7%	i	-4.8%
COc1ccc(C2C(C(=O)N3CCC4(CC3)OCCO4)c3cc(OC)c(OC)cc3C(=O)N2C)cc1 (configuration not stated)	-1.4%	9.5%	9.7	4.1	0.7%	1.6%	0.2%	-13.9%	i	-6.0%
O=C(c1cccc2ccccc12)C1CCCN(Cc2ccon2)C1 (configuration not stated)	.	24.5%	.	.	3.0%	0.0%	-0.4%	-8.6%	i	.
Nc1nonc1OCCCCOc1nonc1N	0.9%	4.4%	-10.0	3.5	1.7%	0.3%	0.2%	-3.0%	i	-1.3%
CCOP(=O)(OCC)C(NC(=O)c1ccc(OC)cc1)C(Cl)(Cl)Cl (configuration not stated)	.	7.5%	.	.	4.5%	0.0%	0.7%	3.9%	i	.
CCCCC1(CCCC)C(=O)NC(=Nc2cccc(C)c2)NC1=O	1.8%	-8.5%	3.0	7.5	16.9%	0.4%	-1.8%	-2.4%	i	-4.2%
CN(Cc1ccccc1)C1CCCN(C(=O)COc2ccccc2Cl)C1 (configuration not stated)	.	26.3%	.	.	-0.4%	0.0%	-1.0%	-0.3%	.	.
CCOc1cc(/C=C2\C(=O)NC(=O)N(C)C2=O)cc([N+](=O)[O-])c1O	.	32.9%	.	.	-0.5%	-1.1%[50 µM]	0.1%	19.9µM*	.	.
Cc1ccc2c(c1)[C@@H]1CN(C)CC[C@@H]1N2C(=O)Nc1cccc(C(F)(F)F)c1	-1.2%	0.1%	30.8	31.2	3.1%	8.2%	14.5%	-2.7%	i	-18.0%
CN(C)[C@@H]1C(=O)C(C(N)=O)=C(O)[C@@]2(O)C(=O)C3=C(O)c4c(O)ccc(Cl)c4[C@@](C)(O)[C@H]3C[C@@H]12	.	10.2%	.	.	1.1%	0.1%	-0.3%	13.3%	.	.
Cn1c(=O)c2c(nc(N/N=C/c3c(O)n(C4CCCCC4)c(=S)[nH]c3=O)n2C)n(C)c1=O	.	11.3%	.	.	-0.9%	0.3%	-0.3%	-14.7%	i	.
CC(C)Oc1cccc(NC(=O)c2cccn(Cc3ccc4c(c3)OC(F)(F)O4)c2=O)c1	-0.1%	4.2%	15.0	3.4	19.0%	0.2%	-0.5%	-2.5%	i	-1.6%
COc1ccc(/C=C2/C(=O)NC(=O)N(C3CCCCC3)C2=O)cc1CSc1ccccn1	-1.6%	-10.7%	-1.3	5.4	1.5%	.	1.7%	.	i	-5.3%
COc1ccc2c3c([nH]c2c1)C(C)NCC3 (configuration not stated)	-2.4%	7.1%	4.8	20.8	-0.6%	1.9%	-0.1%	?	i	-2.1%
Cn1c(C(=O)N2CCC3(CC2)OCCO3)cc2c(=O)n(C)c3ccccc3c21	-2.1%	10.6%	8.9	-3.2	-0.6%	3.4%	-0.2%	-4.0%	i	-5.0%
CCCN1CC(C)C(OC(C)=O)(c2ccccc2)CC1C (configuration not stated)	-1.0%	-2.4%	10.5	9.9	-0.1%	0.1%	-0.2%	-7.6%	i	0.1%
O=c1cccc2n1CC1CC2CN(S(=O)(=O)c2ccc(F)cc2)C1 (configuration not stated)	0.3%	21.5%	21.6	-4.8	-1.6%	3.0%	-0.9%	-10.7%	i	-4.7%
O=C1N(c2nncs2)CCN1[N+](=O)[O-]	.	13.7%	.	.	0.5%	0.1%	0.3%	-2.6%	i	.
CC1(C)CC[C@]2(C)CC[C@]3(C)C4C[C@@H]5OO[C@@]6(O5)C(CCCC6(C)C)[C@]4(C)CC[C@@]3(C)C2C1 (some centres not stated)	.	9.7%	.	.	2.0%	0.0%	-0.2%	-2.9%	i	.
Cc1ccccc1-n1c(O)c(C=NCCN2CCOCC2)c(=O)[nH]c1=O	-1.4%	-0.3%	5.5	16.6	3.8%	0.8%	0.1%	3.2%	i	-0.5%
COc1ccc(C(CNC(=O)CCc2ccsc2)N(C)C)cc1 (configuration not stated)	.	10.5%	.	.	-0.2%	0.3%	-0.3%	-0.8%	.	.
O=[N+]([O-])c1cc(-c2ccc([As](=O)(O)O)cc2)ccc1[As](=O)(O)O	.	6.7%	.	.	0.5%	-0.7%[50 µM]	0.7%	.	i	.
CC(=O)O[C@H]1CCC2C3CCC4=CC(=O)CCC4=C3C=C[C@@]21C (some centres not stated)	.	26.1%	.	.	11.8%	-1.1%[50 µM]	-0.3%	3.3%	.	.
CC(=NCCN(C)C)c1c(O)n(Cc2ccccc2)c(=O)[nH]c1=O	.	6.2%	.	.	-0.8%	-0.1%	0.3%	-13.9%	i	.

A different layout for some results above.
The line under a structure holds: ER stress rescue, SV40 large T antigen, WT yeast gro inh, WT yeast gro inh mutant strain, RSV antiviral HEp-2, K1F lysis inhibition, West Nile virus CPE, NS5 inhibitors, Yfh1-depleted yeast, XIAP antagonists
COc1ccc(/C=C2/C(=O)NC(=O)N(C3CCCCC3)C2=O)cc1CSc1ccccn1
→ -1.6%, -10.7%, -1.3, 5.4, 1.5%, ., 1.7%, ., i, -5.3%
COc1ccc2c3c([nH]c2c1)C(C)NCC3 (configuration not stated)
→ -2.4%, 7.1%, 4.8, 20.8, -0.6%, 1.9%, -0.1%, ?, i, -2.1%
Cn1c(C(=O)N2CCC3(CC2)OCCO3)cc2c(=O)n(C)c3ccccc3c21
→ -2.1%, 10.6%, 8.9, -3.2, -0.6%, 3.4%, -0.2%, -4.0%, i, -5.0%
CCCN1CC(C)C(OC(C)=O)(c2ccccc2)CC1C (configuration not stated)
→ -1.0%, -2.4%, 10.5, 9.9, -0.1%, 0.1%, -0.2%, -7.6%, i, 0.1%
O=c1cccc2n1CC1CC2CN(S(=O)(=O)c2ccc(F)cc2)C1 (configuration not stated)
→ 0.3%, 21.5%, 21.6, -4.8, -1.6%, 3.0%, -0.9%, -10.7%, i, -4.7%
O=C1N(c2nncs2)CCN1[N+](=O)[O-]
→ ., 13.7%, ., ., 0.5%, 0.1%, 0.3%, -2.6%, i, .

Other results follow.
SMILES	ER stress rescue	SV40 large T antigen	WT yeast gro inh	WT yeast gro inh mutant strain	RSV antiviral HEp-2	K1F lysis inhibition	West Nile virus CPE	NS5 inhibitors	Yfh1-depleted yeast	XIAP antagonists
CN1CCN(c2ccc([N+](=O)[O-])c(N)c2)CC1	0.2%	5.4%	-15.7	-6.2	1.3%	0.8%[50 µM]	0.4%	-2.2%	i	-3.8%
O=C(c1cc(S(=O)(=O)N2CCCCC2)ccc1F)N1CCC2(CC1)OCCO2	-3.3%	9.1%	15.3	22.6	2.1%	0.0%	0.2%	-4.2%	i	-1.7%
C=CCN1C(=O)NC(=O)/C(=C/C=C/c2ccccc2)C1=O	-0.9%	19.2%	-7.8	-1.6	.	0.1%	-1.0%	-19.4%	i	-4.7%
CC1CN=C(Nc2ccccc2)S1 (configuration not stated)	0.4%	13.9%	-12.6	-2.4	0.3%	0.3%	1.4%	-2.1%	i	-6.4%
CCN(CC)C(=O)c1ccc(NC(=O)c2cc(S(=O)(=O)N3CCCCCC3)ccc2OC)cc1	.	10.4%	.	.	15.9%	0.4%[50 µM]	.	1.4%	.	.
Cn1c(=O)n(CC(=O)N2CCC3(CC2)OCCO3)c(=O)c2ccccc21	.	9.5%	4.5	6.1	0.7%	0.4%	0.2%	-2.1%	i	-3.1%
CCc1ccc(CNCCc2ccccc2F)cc1	13.5%	19.9%	6.9	12.9	-1.1%	8.8%	-0.8%	-4.4%	i	-1.1%
Cc1cc[n+](Cc2ccccc2)cc1	.	1.0%	.	.	1.4%	0.8%	.	0.4%	.	.
CCN(CC)C(=O)c1ccc(NC(=O)CNC(C)c2cccc3ccccc23)cc1 (configuration not stated)	.	6.1%	.	.	4.3%	-0.5%	0.4%	0.8%	.	.
COC(=O)C1C2c3ccccc3OC1(C)N=c1s/c(=C/c3cnn(C)c3)c(=O)n12 (configuration not stated)	-0.3%	11.3%	17.5	22.0	2.9%	-0.6%	0.1%	1.6%	i	-0.3%
NC1=C([N+](=O)[O-])C(c2ccc3c(c2)OCO3)c2c(c3ccccc3oc2=O)O1 (configuration not stated)	.	9.4%	.	.	-1.6%	-0.8%[50 µM]	1.1%	.	i	.
CN1C(=O)C(=Cc2cn(CC(=O)N3CCCCC3)c3ccccc23)C(=O)N(C)C1=O	.	17.3%	.	.	1.2%	-0.1%	0.0%	10.0%	.	.
O=C1NC(=O)C(=Cc2ccc(-c3ccc(Cl)cc3)o2)C(=O)N1	.	24.5%	.	.	3.2%	-0.3%	-0.4%	16.0%	.	.
CCN(CC)c1ccc(/C=C2/C(=O)NC(=O)N(CC3CCCO3)C2=O)cc1 (configuration not stated)	0.7%	17.1%	6.9	-42.4	1.0%	-0.5%	-0.4%	19.5%	i	-1.6%
C[N+]1=C(/C=C/Nc2ccccc2)C(C)(C)c2ccccc21	-5.5%	17.6%	-5.4	5.1	0.2%	-2.2%	0.8%	0.7%	i	-5.1%

Among those listed so far, these have an aryl thioether with sulfur outside any ring.
SMILES	ER stress rescue	SV40 large T antigen	WT yeast gro inh	WT yeast gro inh mutant strain	RSV antiviral HEp-2	K1F lysis inhibition	West Nile virus CPE	NS5 inhibitors	Yfh1-depleted yeast	XIAP antagonists
COC(=O)c1ccc(NC(=O)CSc2nc3ccc(N4C(=O)C5C6C=CC(C6)C5C4=O)cc3s2)cc1 (configuration not stated)	0.2%	5.3%	7.2	-9.7	14.5%	5.8%	0.0%	-0.7%	i	-4.8%
COc1ccc(/C=C2/C(=O)NC(=O)N(C3CCCCC3)C2=O)cc1CSc1ccccn1	-1.6%	-10.7%	-1.3	5.4	1.5%	.	1.7%	.	i	-5.3%

A portion of the library; the hit share may differ from the screen's.
